PhoP GFP inhibition: PhoP regulon inhibitors, Salmonella typhi PhoP promoter GFP reporter, confirmatory (AID 1850); 310,000 tested, 0.33% active; inhibition, % at 50 µM; hits with a dose series show IC50 in µM; Salmonella Typhi PhoP-promoter GFP reporter, fluorescence, 4 h; higher % means a stronger effect; in the data active = a potency from the dose series; inconclusive = inhibition mostly from about 25% at the one dose, without a potency; inactive = the rest, 99 in 100 with inhibition below about 19%;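 also: 0% = induced wells with vehicle and 100% = uninduced wells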
influenza NS1A: NS1A inhibition, H1N1 influenza, cell based functional assay (AID 504329); NS1A functional cell-based assay, percent inhibition; higher % means a stronger effect; one-dose inhibition, % at 12.5 µM; IC50 in µM for titrated hits; 340,000 tested, 0.3% active; in the data active = a potency from the dose series; inconclusive = inhibition above about 27% without an active follow-up result; also: strong numbers were not always called active
H37Rv inhibition: M. tuberculosis growth inhibition, HTS (AID 449762). one-dose inhibition, % at 25 µM; IC50 in µM for titrated hits. M. tuberculosis H37Rv growth inhibition, 7H9 media; higher % means a stronger effect. 330,000 tested, 0.59% active; in the data active = a potency from the dose series; inconclusive = inhibition above about 70% without an active follow-up result;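 also: bacterial growth assessed after seven days of incubation; strong numbers were not always called active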
inhibitors of VEEV: inhibitors of VEEV TC-83 cytopathic effect, confirmation, Vero cells (AID 588727) | Vero cells, VEEV TC-83 cytopathic effect inhibition; higher % means a stronger effect | inhibition, % at 20 µM, or IC50 in µM where a hit was titrated | 350,000 tested, 0.13% active; in the data active = a potency from the dose series; inconclusive = inhibition mostly from about 14% at the one dose, without a potency; inactive = the rest, 99 in 100 with inhibition below about 12%; also: strong numbers were not always called active
tuberculosis growth: growth inhibition of non-replicating M. tuberculosis (AID 488890); Mycobacterium tuberculosis non-replicating, growth inhibition; higher % means a stronger effect; inhibition, % at 25 µM; hits with a dose series show IC50 in µM; 320,000 tested, 0.39% active; in the data active = a potency from the dose series; inconclusive = inhibition mostly from about 82% at the one dose, without a potency; inactive = the rest, 99 in 100 with inhibition below about 76%;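 also: plate controls were DMSO cells for no effect and high antibiotic wells for full effect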
inhibitors of VEEV 10K pilot screen: further read-out of inhibitors of VEEV, marked with its call; inhibition, %; measured here: 10K pilot screen inhibition
Active calls of the source: *; i = inactive; u = inconclusive; x = not tested or not shown.

SMILES	PhoP GFP inhibition	influenza NS1A	H37Rv inhibition	inhibitors of VEEV	tuberculosis growth	others
N#CC1=C2SCN(Cc3ccco3)CN2C(=O)CC1c1cccc2ccccc12 (stereo unspecified)	0%	0%	2%	2.6%	75%
COc1ccc(Cl)cc1NC(=S)NCCc1ccc(S(N)(=O)=O)cc1	2%	-5%	-8%	0.0%	u	inhibitors of VEEV 10K pilot screen=1.0
COCCNC(=O)Cn1cnc2c(cnn2-c2ccc(OC)cc2)c1=O	-1%	-6%	4%	3.2%	-9%
CCN(CC)CCCn1c2c(c(SCC(=O)Nc3cccc(C)c3C)nc1=O)CCC2	0%	-1%	0%	5.3%	0%
O=C(CCCC(=O)NC1CCCCC1)Nc1ccc([N+](=O)[O-])cc1	-1%	-3%	1%	i	9%
COc1ccccc1NC(=O)CCc1nnc2ccc(N3CCCCC3)nn12	-2%	5%	7%	3.4%	6%
CCCN(CC(=O)Nc1ccccc1C)C(=O)CCCOc1ccc(Br)cc1	x	-15%	10%	6.7%	35%
CCCSC1=C(C#N)C(c2cccs2)C(C(=O)Nc2ccccc2)=C(C)N1 (stereo unspecified)	0%	-5%	u	9.1%	-7%
COC(=O)c1ccc(N2C(=O)C3C4C=CC(CC4)C3C2=O)cc1 (stereo unspecified)	11%	5%	-6%	0.1%	63%
Cc1ccc(C(C)NC(=S)NC2CCCCC2)cc1C (stereo unspecified)	3%	0%	6%	i	58%
O=C(NCCOc1ccccc1)c1cc([N+](=O)[O-])ccc1N1CCOCC1	x	-1%	4%	i	39%
Cc1ccccc1NC(=O)CN1CCC(n2nnc3ccccc32)CC1	6%	7%	8%	5.8%	-5%
Cc1[nH]c2c(C)cccc2c1CCNC(=O)c1ccc2c(c1[N+](=O)[O-])C(=O)c1ccccc1C2=O	-4%	6%	38%	8.3%	-15%
CNC(=S)N(Cc1ccc(OC)cc1)C1CC(=O)N(c2ccc(OC)cc2)C1=O (stereo unspecified)	-7%	-6%	10%	6.7%	41%
O=C(CSC1=Nc2ccccc2C2=NC(c3ccccc3)C(=O)N12)NCC1CCCO1 (stereo unspecified)	12%	5%	-10%	2.5%	3%
O=C(CC1NCCNC1=O)OCc1ccccc1 (stereo unspecified)	-1%	-5%	-4%	0.1%	-4%
COC(=O)CCC(=O)OC1(C)C(=O)C2=CN(CCc3ccccn3)C(c3ccc(OC)cc3)=CC2=C(Br)C1=O (stereo unspecified)	-7%	6%	1%	0.9%	22%
CCCCNC(=O)NCC(=O)Nc1ccc(F)c(F)c1	-3%	2%	-1%	2.1%	0%
Cc1cc(C)c2c(=O)[nH]c(SCC(=O)N(C)C)nc2n1	-5%	-1%	5%	0.7%	0%
CCn1c(SCC(=O)c2ccc(Cl)cc2)nnc1-c1ccoc1C	-3%	10%	5%	2.3%	33%

Gathered by group: the compounds so far containing sulfur (nine)
SMILES	PhoP GFP inhibition	influenza NS1A	H37Rv inhibition	inhibitors of VEEV	tuberculosis growth	others
N#CC1=C2SCN(Cc3ccco3)CN2C(=O)CC1c1cccc2ccccc12 (stereo unspecified)	0%	0%	2%	2.6%	75%
COc1ccc(Cl)cc1NC(=S)NCCc1ccc(S(N)(=O)=O)cc1	2%	-5%	-8%	0.0%	u	inhibitors of VEEV 10K pilot screen=1.0
CCN(CC)CCCn1c2c(c(SCC(=O)Nc3cccc(C)c3C)nc1=O)CCC2	0%	-1%	0%	5.3%	0%
CCCSC1=C(C#N)C(c2cccs2)C(C(=O)Nc2ccccc2)=C(C)N1 (stereo unspecified)	0%	-5%	u	9.1%	-7%
Cc1ccc(C(C)NC(=S)NC2CCCCC2)cc1C (stereo unspecified)	3%	0%	6%	i	58%
CNC(=S)N(Cc1ccc(OC)cc1)C1CC(=O)N(c2ccc(OC)cc2)C1=O (stereo unspecified)	-7%	-6%	10%	6.7%	41%
O=C(CSC1=Nc2ccccc2C2=NC(c3ccccc3)C(=O)N12)NCC1CCCO1 (stereo unspecified)	12%	5%	-10%	2.5%	3%
Cc1cc(C)c2c(=O)[nH]c(SCC(=O)N(C)C)nc2n1	-5%	-1%	5%	0.7%	0%
CCn1c(SCC(=O)c2ccc(Cl)cc2)nnc1-c1ccoc1C	-3%	10%	5%	2.3%	33%

Going on with the list:
SMILES	PhoP GFP inhibition	influenza NS1A	H37Rv inhibition	inhibitors of VEEV	tuberculosis growth	others
CNC(=S)NNC(=O)Cc1ccc(OC)cc1	-1%	7%	-14%	i	-11%
CC(=O)c1ccc(S(=O)(=O)NCc2ccc(C(=O)N(C)CC(=O)Nc3cccc(F)c3)cc2)cc1	5%	12%	6%	1.8%	5%
C/C=C(\C)C(=O)Nc1cccc(C2=NOC3(C2)C[C@@H](C(N)=O)N(C(=O)c2cc([N+](=O)[O-])cc([N+](=O)[O-])c2C)C3)c1 (stereo partly specified)	-4%	3%	-8%	1.0%	26%
CCC1CCCCN1C(=O)Cn1c(=O)n(CCCC(=O)NCc2ccco2)c(=O)c2sccc21 (stereo unspecified)	-4%	-3%	3%	0.4%	-5%
O=c1oc2ccccc2cc1N1CCOCC1	-8%	3%	-1%	0.3%	3%
CCC(C(=O)NCc1ccc(F)cc1)N(Cc1cccs1)C(=O)c1snc(C(N)=O)c1N (stereo unspecified)	11%	5%	-5%	7.5%	4%
CCCn1c(SCC(=O)NCc2ccccc2Cl)n[nH]c1=O	3%	-6%	-1%	2.9%	3%
CC(=O)Nc1cc2c3c(c1)CCC(=O)N3CCC2	1%	-2%	-12%	i	-11%
O=C(/C=C/c1ccc(Cl)c([N+](=O)[O-])c1)Nc1ccc(N2CCCC2)cc1	1%	6%	2%	0.9%	15%
O=C(COc1ccc2ccc(=O)oc2c1)N1CCN(c2ccc(F)cc2)CC1	-5%	-36%	-3%	0.2%	19%
N/C(=N\OC(=O)c1ccc(F)cc1)c1ccc(Br)cc1	-9%	-1%	-7%	1.0%	49%
c1cncc(Nc2nc(-c3cccs3)cs2)c1	1%	-7%	8%	i	12%
C=C1[C@H](C)CN(S(=O)(=O)C(C)(C)C)[C@H]1CCO	x	2%	x	0.7%	x
COc1ccc(-c2nnc(SCc3cc(C)ccc3C)n2N)cc1	-8%	-1%	0%	4.4%	12%
Cc1cc(C(=O)NCCN2CCN(c3cccc(Cl)c3)CC2)n(-c2ccccc2)n1	-8%	9%	7%	6.2%	x
S=c1[nH]nc(-c2ccco2)n1-c1ccc(Cl)cc1	-2%	-4%	2%	1.9%	-10%
O=C(CCOc1ccccc1)N1CCN(c2ccc(O)cc2)CC1	14%	-1%	-7%	0.2%	17%
Cc1ccc(N=CC2=C(O)CC(c3ccccc3Cl)CC2=O)cc1 (stereo unspecified)	-1%	x	12%	9.3%	x
COc1ccc(C(=O)N2CCN(c3ccccn3)CC2)cc1	6%	2%	-4%	7.5%	-7%
Cc1ccc(S(=O)(=O)NCC(=O)OCC(=O)N2CC(=O)Nc3ccccc32)cc1	x	-5%	-4%	2.3%	-8%
COc1cc(OC)nc(NC(=O)CSc2nnc(-c3ccccc3)n2C2CCCCC2)n1	-9%	12%	0%	i	27%
Cc1cccc(NC(=O)Cn2c(O)c(N=NC(=O)c3ccccc3O)c3ccccc32)c1	1%	-1%	9%	0.6%	-2%
COc1ccc(CCNC(=O)COC(=O)c2cnc(C)cn2)cc1OC	-6%	-5%	-3%	0.0%	3%
O=C(CSc1ccc(-c2ccccc2)nn1)c1ccccc1	0%	-7%	-3%	0.8%	79%
CCOc1cc(C2C3=C(CCCC3=O)NC3=C2C(=O)CCC3)cc(Cl)c1O	6%	2%	3%	i	13%
CCc1ccccc1NC(=O)c1ccoc1C	-8%	4%	-6%	6.7%	-16%
COc1ccc(CNC(NC(=O)c2ccccc2)(C(F)(F)F)C(F)(F)F)cc1	2%	0%	3%	2.5%	54%
O=C(C1=C[C@H](c2ccc3c(c2)OCO3)C[C@H](OCc2ccc(CO)cc2)O1)N1CCN(Cc2ccc3c(c2)OCO3)CC1	7%	4%	u	1.5%	8%
CC(C(=O)O)c1ccc2c(c1)[nH]c1ccc(Cl)cc12 (stereo unspecified)	-5%	-1%	10%	0.3%	12%
CS(=O)(=O)N1CCC(C(=O)N2CCN(Cc3ccccc3)CC2)CC1	3%	-3%	4%	0.7%	-17%
COc1ccc(C2C(C(=O)NCC3CCCO3)c3cc(OC)c(OC)cc3C(=O)N2C)cc1OC (stereo unspecified)	6%	-4%	7%	0.3%	-10%	inhibitors of VEEV 10K pilot screen=0.9
C#CCOCCOCCOCCNc1nc(N2CCN(C(=O)CCCCCCCCCCNC(=O)Cn3cc(CCCCCN)nn3)CC2)nc(N2CCN(C(=O)CCCCCCCCCCNC(=O)[C@@H]([C@H](C)O)n3cc(C)nn3)CC2)n1	114µM*	11%	u	5.4%	33%
COc1ccc(NC(=O)C2CCCN2S(=O)(=O)c2ccc3c(c2)CCC(=O)N3)c(OC)c1 (stereo unspecified)	1%	10%	-6%	i	22%
CCc1ccc(NC(=S)Nc2cccc3cnccc23)cc1	4%	-4%	u	9.6%	u
Cc1cc(-c2ccc(S(=O)(=O)N3CCCCC3)s2)on1	-3%	-1%	5%	1.6%	0%
COc1ccc(C(=O)CSc2nnc(NC(=O)C3CC(=O)N(c4ccccc4)C3)s2)cc1 (stereo unspecified)	-3%	-3%	-10%	0.5%	-7%
COc1ccccc1OCCCOc1ccc(/C=C2\SC(=O)NC2=O)cc1OC	1%	-16%	14%	7.9%	20%
O=C(Nc1ccccc1)N1CCn2c1nc1ccccc12	-10%	-1%	1%	2.9%	12%
COc1cccc(OC)c1C(=O)NC(=S)N1CCOCC1	8%	-4%	2%	1.1%	5%
CCOc1cc(Br)c(Br)c(C=Nc2ccc(NC(C)=O)cc2)c1O	-4%	-3%	-6%	4.1%	26%
Cc1ccsc1C(=O)OCC(=O)NCc1ccccc1	x	2%	-4%	i	32%
Cc1csc(Nc2ccccc2)n1	5%	6%	-4%	1.0%	-3%
COc1cc(NC(c2ccccc2)c2ccccc2)cc(OC)c1OC	-8%	8%	-3%	1.8%	-9%
COc1ccc(NC(=O)CN(C)C2CCS(=O)(=O)C2)cc1 (stereo unspecified)	x	-2%	-6%	1.0%	1%
O=C(c1cc(=O)c2ccccc2o1)N(Cc1ccccc1)C1CCS(=O)(=O)C1 (stereo unspecified)	-3%	-5%	1%	2.1%	1%
CCC1(c2ccccc2)NC(=O)N(CC(=O)Nc2ccc(Cl)c(S(=O)(=O)N3CCCCC3)c2)C1=O (stereo unspecified)	6%	1%	12%	5.4%	7%
COc1ccc(S(=O)(=O)N2CCN(CC(=O)N3CCc4ccccc4C3)CC2)cc1OC	x	-2%	-2%	1.7%	0%
CCc1noc(C)c1C(=O)N1CCN(S(=O)(=O)c2ccc(C)cc2)CC1	1%	-1%	-6%	i	-3%
CN1C=CC2=C(C#N)C(N)C(C#N)(C#N)[C@H](c3ccccc3)[C@H]2C1 (stereo partly specified)	4%	4%	-23%	3.8%	6%
Cc1cc(-c2ccccc2)nc(N/N=C/c2ccc(O)cc2O)n1	-4%	-1%	53%	10%	29%

Next entries:
SMILES	PhoP GFP inhibition	influenza NS1A	H37Rv inhibition	inhibitors of VEEV	tuberculosis growth	others
O=C(COc1c(Br)cc(Br)c2cccnc12)N1CCc2ccccc2C1	4%	3%	u	0.1%	u
COCCCNC(=O)/C(C#N)=C/c1ccc(F)cc1	-17%	-6%	-1%	0.9%	5%
COc1cccc(CC(=NO)c2cccc(OC)c2)c1	x	-15%	x	3.4%	x
CC1=C(C(=O)OCC2CCCO2)C(c2cccc(O)c2)NC(=O)N1 (stereo unspecified)	-7%	0%	-6%	i	-5%
CCOC(=O)C1=C(O)C(=O)N(c2ccc(S(N)(=O)=O)cc2)C1c1ccc([N+](=O)[O-])cc1 (stereo unspecified)	4%	-6%	0%	1.6%	-2%
O=C(CN1C(=O)c2ccccc2S1(=O)=O)c1ccccc1F	6%	-11%	2%	0.6%	16%
Cc1cc(N2CCN(S(=O)(=O)c3ccccc3)CC2)c2ccccc2n1	15%	-5%	-1%	1.0%	6%
CCC(=O)N/C(=N/c1nc(C)cc(C)n1)Nc1cccc(OC)c1	-4%	3%	0%	i	10%
CC1(C)CN(c2ccccc2)N(Cc2ccc(F)cc2)C1=O	-2%	1%	x	i	x	inhibitors of VEEV 10K pilot screen=0.0
CCOc1ccccc1NC(=O)Nc1ccc(CC#N)cc1	0%	5%	-5%	2.9%	-9%
CCCN(CC(=O)Nc1ccccc1OC)C(=O)c1ccncc1	10%	4%	6%	1.7%	-5%
O=[N+]([O-])c1cc(S(=O)(=O)N2CCOCC2)ccc1OCc1ccccc1C(F)(F)F	x	-1%	x	i	x
Cc1ccc(N2Cc3ccccc3C2=N)cc1[N+](=O)[O-]	3%	-3%	2%	0.1%	-1%
COC(=O)c1ccccc1CCC(C)=O	5%	-5%	-6%	3.9%	6%
